# Mtb RmlCD inh = M. tuberculosis RmlC/RmlD inhibition. P9WH09+P9WH11. RmlC+RmlD coupled enzyme assay, percent inhibition; primary screen in compound mixtures. inhibition, % at 3.6 µM. 160,000 tested, 0.03% active; in the data active = inhibition mostly above about 34%, no sharp cut-off; inconclusive = no clear call, values can overlap the other calls; inactive = mostly below about 22%; also: some results filed as inactive read as strong as hits
# Target sequence (P9WH09 whole entry, looked up): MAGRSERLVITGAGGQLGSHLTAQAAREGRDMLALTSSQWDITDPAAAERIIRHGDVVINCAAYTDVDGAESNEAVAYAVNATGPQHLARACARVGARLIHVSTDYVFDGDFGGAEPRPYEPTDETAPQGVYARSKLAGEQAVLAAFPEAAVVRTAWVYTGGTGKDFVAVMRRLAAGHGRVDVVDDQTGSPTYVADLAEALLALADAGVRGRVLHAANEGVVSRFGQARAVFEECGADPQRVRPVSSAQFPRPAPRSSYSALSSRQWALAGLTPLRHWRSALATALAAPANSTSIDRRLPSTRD
# Target sequence (P9WH11 whole entry, looked up): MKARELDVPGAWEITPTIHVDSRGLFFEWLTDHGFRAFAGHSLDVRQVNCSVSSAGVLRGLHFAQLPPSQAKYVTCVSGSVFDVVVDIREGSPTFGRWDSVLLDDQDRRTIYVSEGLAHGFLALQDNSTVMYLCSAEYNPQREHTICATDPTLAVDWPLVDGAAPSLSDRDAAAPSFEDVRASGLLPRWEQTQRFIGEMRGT
# GlmU inhibition = inhibition of mycobacterial GlmU enzyme – biochemical, glucosamine-1-phosphate acetyltransferase (AID 1376) | M. tuberculosis GlmU acetyltransferase enzyme assay; higher % means a stronger effect | 220,000 tested, 0.25% active | inhibition, %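 (tested at 30 µM in the primary screen)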, or IC50 in µM where a hit was titrated; in the data active = inhibition above about 13%; inconclusive = no clear call, values can overlap the other calls;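 also: 0% = complete reaction with vehicle and 100% = reaction without substrate; strong numbers were not always called active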
# * marks the source's active call; other numbers are inactive results; ? = inconclusive; . = not tested or not shown. These rows are one share of the data, so the mix of outcomes need not match the whole.
SMILES,Mtb RmlCD inh,GlmU inhibition
COc1ccc2nc(NS(=O)(=O)c3ccc(NC(C)=O)cc3)sc2c1,7.4,4.8%
CCOCC(=O)Nc1cc(C(F)(F)F)ccc1Oc1cccc(Br)c1,.,1.4%
COc1ccc(NS(=O)(=O)c2cc(Cl)ccc2Cl)cc1S(=O)(=O)N1CCCCC1,1.5,-3.6%
COc1ccccc1C(=O)N=c1sc2c(C)ccc(OC)c2n1C,.,7.7%
Cc1ccc(CNC(=O)C2CCC(=O)N2C2CCCCC2)cc1 (stereo unspecified),.,-1.2%
COC(=O)/C(=C\C(=O)c1ccc([N+](=O)[O-])cc1)Nc1ccc(OC)cc1,5.5,-6.1%
COc1ccc(-c2cc(=O)c3cc(OC)ccc3o2)cc1,16.4,-5.3%
COc1ccc(N2C(=S)N=C(Nc3cccc(C)c3)C23CCCCC3)cc1,.,4.5%
COc1cccc(CNC(=O)C(c2ccc(Cl)cc2)C(C)C)c1 (stereo unspecified),-12.9,-0.8%
N#C/C(=C\N1CCOCC1)S(=O)(=O)c1ccc(Cl)cc1,-33.3,3.5%
CCCCOC(=O)CCN1C(=O)/C(=C2\SC(=S)N(CCC(=O)OCCCC)C2=O)SC1=S,28.6,-1.1%
NC(=O)c1ccccc1OCC(=O)c1ccc(Cl)cc1,1.1,-2.9%
CC1CC(=O)Nc2ccccc2N1C(=O)Nc1ccc(F)cc1F (stereo unspecified),15.5,-4.1%
CC1CCCC(NC2CCCCNC2=O)C1 (stereo unspecified),.,-1.5%
Cc1cccc(C2Nc3ccccc3C(=O)N2NC(=O)c2ccc([N+](=O)[O-])cc2)n1 (stereo unspecified),-0.9,0.3%
Cc1cc(=O)n2nc(N3CCC(C(=O)NC(C)c4ccccc4)CC3)sc2n1 (stereo unspecified),39.5,0.9%
COc1cccc(/C=N/n2c(N)nc3ccccc32)c1OC,1.3,-1.2%
O=C1c2ccccc2C(=O)N1CCCn1c(=O)oc2ccccc21,.,0.9%
CCC(C)[C@@H](C(=O)NCC1CCC(C(=O)O)CC1)n1nnc2ccccc2c1=O (stereo partly specified),5.5,.
COCCn1cnnc1SCC(=O)Nc1cc(OC)c([N+](=O)[O-])cc1C,-0.7,2.5%
CC(C)CCC(C)N=Cc1c(O)n(Cc2ccccc2)c(=O)c2ccccc12 (stereo unspecified),-6.6,-0.8%
CCOC(=O)CSc1n[nH]c(NC(=O)c2ccccc2)n1,.,-5.2%
O=[N+]([O-])c1ccc(N=Cc2ccc(Br)c([N+](=O)[O-])c2)cc1,4.1,-4.4%
Cc1nc(N2CCC3(CC2)OCCO3)c2nnn(Cc3ccccc3F)c2n1,10.0,0.5%
O=C(Cc1cccs1)N=Nc1c(O)[nH]c2ccc(Br)cc12,-14.1,2.1%
O=C1CCCC2=C1C(c1ccncc1)n1c(nc3ccccc31)N2 (stereo unspecified),2.6,-0.1%
Cc1ccccc1C(=O)c1cccn1CC(=O)NC(C)c1ccc2c(c1)OCCO2 (stereo unspecified),-10.4,-0.7%
COc1cc(C2=NOC(C(=O)NCc3ccc(F)cc3)C2)cc(OC)c1OC (stereo unspecified),1.5,.
COC(=O)NC(=S)Nc1ccc(Oc2ccc(Cl)cc2Cl)c(Cl)c1,.,-1.5%
CC1Oc2ccccc2N(CC(=O)NCc2ccccc2)C1=O (stereo unspecified),?,-2.7%
O=C(CSc1ccc2c(c1)OCCO2)Nc1cccnc1Cl,3.5,-4.9%
Cc1ccc(NC(=O)c2sc3nc(C)nc(N4CCN(c5ccccn5)CC4)c3c2C)c(C)c1,-3.4,-5.1%
CS(=O)(=O)c1ccc(C(=O)NCC2(N3CCCCC3)CCCCC2)cc1,-11.9,0.7%
Cc1cc(-c2ccccc2C(=O)NC2CCCCC2)on1,15.6,2.5%
COC(=O)c1ccccc1N=Nc1c(N)[nH][nH]c1=O,-5.1,-2.8%
O=P(c1ccccc1)(c1ccccc1)C(c1ccccn1)P(=O)(c1ccccc1)c1ccccc1,-6.4,1.6%
Cc1nc2ccccc2n1C1CCN(CC(=O)Nc2ccccc2Br)CC1,1.4,1.1%
O=C1CC(c2cccc(Cl)c2)c2cc3c(cc2N1)CCC3 (stereo unspecified),.,0.3%
CC1(C)CC(=O)C/C(=N/NC(=O)COc2ccc(Cl)cc2Cl)C1,-9.4,2.0%
C(=N\N(Cc1ccccc1)c1ccccc1)/c1cccnc1,-5.5,-4.4%
C=CCn1c(COC)nnc1SCC(=O)c1ccc(F)cc1,-8.5,-0.1%
O=c1ccnc(Sc2ncccc2[N+](=O)[O-])[nH]1,.,-1.8%
Cc1nn(-c2nnc(NC3CCCCC3)nn2)c(C)c1Br,-1.7,-1.9%
CCOC(=O)Cc1cnc(NC(=O)CSc2nc3ncnc(N)c3[nH]2)s1,-5.6,1.1%
Cc1ccc(Oc2ncccc2/C=N/OCc2ccc(Cl)cc2Cl)cc1,.,-0.8%
CCNC(=S)Nc1nc2c(cc1C(=O)OCC)CCCC2,-3.6,5.8%
COc1ccc(C(=O)Nc2cnn(Cc3ccc(Cl)cc3)c2)cc1OC,-3.7,-6.8%
O=C(CCc1ccccc1)NNC(=O)C1CCCCC1,.,7.0%
COc1ccccc1OCC(=O)NCc1cccs1,34.6,-4.3%
CC(=O)n1nc2nc(C)cc(C)c2c1N,-3.0,-3.9%
COc1ccc(C2CC(c3ccccc3)=NN2C(=O)CSc2ncn[nH]2)cc1 (stereo unspecified),-4.5,-1.1%
N#CCC(=O)Nc1ccc(C(=O)NCc2ccccn2)cc1,32.0,2.9%
COc1ccc(C(=O)Oc2ccc3c(C)cc(=O)oc3c2C(C)=O)cc1,.,5.4%
CCOc1ccc(NC(=O)c2cccnc2C(=O)O)cc1,-14.2,1.8%
Cc1cc(=O)oc(C)c1C(=O)Nc1c(C)n(C)n(-c2ccccc2)c1=O,.,0.0%
O=c1nc2ccccc2c(NS(=O)(=O)c2ccc(Cl)cc2)n1-c1ccccc1,.,5.5%
CC(=O)Nc1ccc(S(=O)(=O)NCC(=O)OCc2ccccc2)cc1,-7.3,4.8%
Cc1c(C(=O)O/N=C(\N)c2ccccn2)cccc1[N+](=O)[O-],9.6,4.4%
Cc1ccc(-n2c(C)cc(C)c(C#N)c2=O)cc1C,2.9,6.4%
c1ccc(Nc2nc(N3CCCCC3)nc(N3CCCCC3)n2)cc1,-6.0,2.9%

# By substructure, those above with a COOH group.
SMILES,Mtb RmlCD inh,GlmU inhibition
CCC(C)[C@@H](C(=O)NCC1CCC(C(=O)O)CC1)n1nnc2ccccc2c1=O (stereo partly specified),5.5,.
CCOc1ccc(NC(=O)c2cccnc2C(=O)O)cc1,-14.2,1.8%

# Later entries:
SMILES,Mtb RmlCD inh,GlmU inhibition
COc1cc(CC(NC(C)=O)C(=O)NC2CCN(C(=O)Nc3ccccc3Cl)CC2)cc(OC)c1 (stereo unspecified),-5.3,1.5%
O=C(Nc1ccc(Cl)c(C(F)(F)F)c1)[C@@H]1CC=C[C@@H]2CCN(C3CC3)C(=O)[C@@H]21,.,2.2%
CN(C)CCCN(Cc1ccccc1)C(=S)Nc1ccc(SC(F)F)cc1,26.6,-6.7%
O=C(Nc1ccccc1N1CCCCC1)c1ccc(Cl)c([N+](=O)[O-])c1,-3.8,-0.9%
COc1cccc(C(C(=O)NC2CCCC2)N(Cc2ccc(C)cc2)C(=O)c2ccco2)c1OC (stereo unspecified),.,1.0%
CC(=O)CCC(=O)OCC(=O)c1ccc(C(F)(F)F)cc1,11.7,-4.8%
COc1ccc(C(=O)c2oc3ccc(OC)cc3c2NC(C)=O)cc1,-5.6,1.7%
CCOC(=O)CCNC(=O)N1CCCC(CNS(=O)(=O)Cc2ccccc2)C1 (stereo unspecified),-3.4,-2.8%
c1ccc(-c2nc3nc4ccccc4nc3n2CC2CCCO2)cc1 (stereo unspecified),-7.7,3.7%
CCc1cc2c(SCC(=O)N(CC)c3c(N)n(Cc4ccccc4)c(=O)[nH]c3=O)ncnc2s1,16.3,-7.4%
CCC(c1nnnn1Cc1ccco1)N(CCN1CCOCC1)Cc1cc2cc(C)ccc2[nH]c1=O (stereo unspecified),-38.3,0.2%
O=C(N/N=C/c1ccsc1)c1cc(-c2cccs2)nc2ccccc12,.,-6.0%
O=C(O)Cc1sc(-c2ccccc2Cl)nc1-c1ccccc1,4.0,-5.6%
O=C(O)C1CCN(C(=O)COc2ccc(Br)cc2)CC1,-8.0,-0.8%
COc1ccc(OC)c(NC(=O)C2CCN(c3ncccn3)CC2)c1,11.4,-6.0%
Cc1nn(-c2ccc(F)cc2)c(Cl)c1/C=N/NC(=O)c1cccc(S(=O)(=O)N2CCCC2)c1,-8.6,-0.4%
O=C(Nc1ccccc1F)c1ccc([N+](=O)[O-])s1,.,-0.9%
COc1ccc(CNC(=O)CCN2C(=S)NC(C)(C)CC2C)cc1 (stereo unspecified),-1.8,-0.4%
COc1ccc(C(O)C(CN2CCOCC2)c2ccccc2)cc1F (stereo unspecified),7.4,7.2%
COC(=O)c1c(N)sc2c1CCN(c1ncc(C(F)(F)F)cc1Cl)C2,23.4,-1.2%
Cn1c(=O)c(=O)n(C)c2cc(S(=O)(=O)Nc3ccc4c(c3)OCCO4)ccc21,98.7,-2.1%
COC(=O)c1ccc(COc2ccccc2/C=N/NS(=O)(=O)c2ccc(C)cc2)cc1,-8.6,-1.1%
Cc1cnc(NC(=O)c2c(-c3ccccc3)noc2C)s1,-6.2,-0.7%
COCCNC(=O)C(C)OC(=O)c1nsc(Cl)c1Cl (stereo unspecified),.,-8.6%
O=C(NCCN1C(=O)S/C(=C\c2ccc(Cl)c(Cl)c2)C1=O)c1ccc2c(c1)C(=O)N(Cc1ccncc1)C2=O,4.2,-1.4%
O=C(CSCc1cccc(Br)c1)NC1CC1,-2.1,-4.6%
COc1ccc(S(=O)(=O)N2CCc3ccccc32)cc1NC(C)=O,-8.4,-6.0%
COc1ccc(N2C3=C(C(=O)CC(C)(C)C3)C(c3cnn(C)c3)C3=C2CC(C)(C)CC3=O)cc1,-6.7,1.3%
CCCCN(C)C(=O)c1cc2cc3cc(OC)ccc3nc2o1,17.8,3.3%
CC(C)Cn1c(N)c(C(=O)COC(=O)C2=COCCO2)c(=O)n(C)c1=O,-3.3,3.0%

# Seven entries drawn at random from those above:
SMILES,Mtb RmlCD inh,GlmU inhibition
COC(=O)c1ccc(COc2ccccc2/C=N/NS(=O)(=O)c2ccc(C)cc2)cc1,-8.6,-1.1%
COc1ccc(CNC(=O)CCN2C(=S)NC(C)(C)CC2C)cc1 (stereo unspecified),-1.8,-0.4%
O=C(Nc1ccccc1F)c1ccc([N+](=O)[O-])s1,.,-0.9%
Cc1nn(-c2ccc(F)cc2)c(Cl)c1/C=N/NC(=O)c1cccc(S(=O)(=O)N2CCCC2)c1,-8.6,-0.4%
CC(C)Cn1c(N)c(C(=O)COC(=O)C2=COCCO2)c(=O)n(C)c1=O,-3.3,3.0%
CCCCN(C)C(=O)c1cc2cc3cc(OC)ccc3nc2o1,17.8,3.3%
Cn1c(=O)c(=O)n(C)c2cc(S(=O)(=O)Nc3ccc4c(c3)OCCO4)ccc21,98.7,-2.1%

# Remaining list, next part:
SMILES,Mtb RmlCD inh,GlmU inhibition
O=C(N/N=C/c1ccccn1)c1cc(C2CC2)[nH]n1,-6.1,1.7%
CCCCC(CC)C(=O)Nc1ccc(C)c(O)c1 (stereo unspecified),.,-0.5%
COc1ccc(-c2csc(N3CCC(C(N)=O)(N4CCCCC4)CC3)n2)cc1,-8.3,4.9%
Cc1nn(-c2ccccc2)nc1CNC(=O)C1CC1,.,8.3%
COc1ccccc1NC(=O)CN1C(=O)NC2(CCCCCCC2)C1=O,13.1,-5.0%
COc1cccc(N(CC(=O)Nc2cccc(F)c2)S(C)(=O)=O)c1,.,-0.9%
O=C(Nc1ccncc1)C1(c2ccccc2)CCCC1,.,-1.4%
O=C(COC(=O)Cn1cnc2ccccc21)NCCCc1ccccc1,.,2.7%
COc1cc(C)nc(N2CCCC(C(=O)Nc3cccc(Cl)c3C)C2)n1 (stereo unspecified),12.0,-2.1%
CN(C)CCCN(C(=O)c1ccc2c(c1)CCCC2)c1nc2ccc(F)cc2s1,-6.9,-11.7%
Cc1ccc(Cn2ccc(=O)c(OCc3ccccc3)c2C)cc1,.,-2.1%
CSc1ccc(/C=C(\NC(=O)c2ccc(C)cc2)C(=O)Nc2cccc(C)c2)cc1,.,3.5%
Cc1cccc(-c2nc(NCCCN3CCOCC3)c3ccccc3n2)c1,.,-0.3%
O=c1[nH]c(O)c(C=NC2CCCCC2)c(=O)[nH]1,.,0.5%
CCOC(=O)C1CCCN(C(=O)CN2CCN(Cc3ccc(Cl)cc3)C2=O)C1 (stereo unspecified),.,7.0%
Cc1cccc(NC(=O)CSc2nnc(Cn3cnc4ccccc43)o2)c1,.,-6.7%
Cc1cc2ccccn2c1C(=O)c1ccc(Cl)cc1,-9.9,-0.1%
CCc1nnc(NC(=O)c2cccc(C(=O)Nc3nnc(CC)s3)n2)s1,98.9,2.4%
CC(=O)NC1C(Oc2ccc(C=O)cc2)OC(COC(C)=O)C(OC(C)=O)C1OC(C)=O (stereo unspecified),-10.6,1.8%
COc1ccc(C2Nc3ccccc3C(=O)N2Cc2ccccc2)cc1CN1CCOCC1 (stereo unspecified),-15.9,-1.8%
N#Cc1c(N2CCCC2)nc(N)c2c(N)nc(N3CCCC3)cc12,.,-6.7%
O=P(O)(CCc1ccncc1)CN1CCCCC1,2.5,2.8%
O=C(Nc1ccc(Cl)c(C(F)(F)F)c1)C1CCCN(S(=O)(=O)c2cnc[nH]2)C1 (stereo unspecified),-2.2,1.6%
Cc1ccc(C(=O)Nc2ccccc2-c2ccccc2)o1,.,4.3%
O=C(C(c1ccccc1)c1ccccc1)N(Cc1ccco1)C1CCS(=O)(=O)C1 (stereo unspecified),0.8,1.4%
